# dFosB act – activators of delta FosB homodimer, primary screen, biochemical, fluorescence polarization, TAMRA-CDK5 oligo, single point; Protein FosB (Mus musculus), P13346; purified delta FosB; percent of positive-control signal above neutral wells; activation, % at 25 µM; 0.99% of 340,000 active;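 active means mean activation above about 17%, with every replicate also reaching it, limit read from the data, passing the limit was not always enough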;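 further: fluorescence polarization rise as delta FosB binds a TAMRA Cdk5 AP-1 oligo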
# Target sequence (P13346 whole entry, looked up): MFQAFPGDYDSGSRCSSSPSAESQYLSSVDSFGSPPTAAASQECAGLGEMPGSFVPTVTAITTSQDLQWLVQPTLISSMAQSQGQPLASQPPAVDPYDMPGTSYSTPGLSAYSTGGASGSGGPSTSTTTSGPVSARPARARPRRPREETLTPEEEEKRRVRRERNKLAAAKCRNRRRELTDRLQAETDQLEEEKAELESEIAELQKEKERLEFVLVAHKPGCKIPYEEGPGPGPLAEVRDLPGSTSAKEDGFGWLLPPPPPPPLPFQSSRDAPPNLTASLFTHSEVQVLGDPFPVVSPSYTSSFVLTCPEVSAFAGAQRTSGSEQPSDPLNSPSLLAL
# SR-BI DiI inh – inhibitors of SR-BI mediated HDL lipid uptake, primary screen, ldlA[mSR-BI] cells, fluorescence, single point; Scavenger receptor class B member 1 (Mus musculus), Q61009; ldlA[mSR-BI] CHO cells, DiI-HDL uptake fluorescence, 3 h; inhibition, % at 12.5 µM; 0.96% of 320,000 active; AID 488896, 2010;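 active means mean replicate inhibition of at least 70% and a set share of replicates each scoring 70 or more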;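 further: 0% = median of neutral control wells and 100% = median of positive control wells; values of inactives mirror those of a sister screen read the other way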
# Wnt act – Wnt/beta-catenin pathway activators, primary screen, cell-based, plate reader, single point; Wnt/beta-catenin reporter cell assay, activator; activation, % at 9.35 µM; 1.2% of 300,000 active; in the data active means activation above about 30%, passing the limit was not always enough;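 further: 0% = neutral control wells and 100% = positive control wells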
# HTR5A inv ctr – HTR5A inverse agonists in luminescence cell assay, primary screen, counter-screen for OPRM1-OPRD1 heterodimer inverse agonist project, full-deck HTS. 5-hydroxytryptamine receptor 5A (Homo sapiens), P47898. AID 504634, 2011. 0.083% of 340,000 active. HTR5A cell line, inverse agonism. inhibition, % at 9.3 µM; in the data active means inhibition mostly above about 23%, no sharp cut-off; inactive means mostly below about 18%;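 further: 0% = cells with DMSO and 100% = no-cell wells with DMSO; some compounds called inactive have numbers as strong as hits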
# Target sequence (P47898 whole entry, looked up): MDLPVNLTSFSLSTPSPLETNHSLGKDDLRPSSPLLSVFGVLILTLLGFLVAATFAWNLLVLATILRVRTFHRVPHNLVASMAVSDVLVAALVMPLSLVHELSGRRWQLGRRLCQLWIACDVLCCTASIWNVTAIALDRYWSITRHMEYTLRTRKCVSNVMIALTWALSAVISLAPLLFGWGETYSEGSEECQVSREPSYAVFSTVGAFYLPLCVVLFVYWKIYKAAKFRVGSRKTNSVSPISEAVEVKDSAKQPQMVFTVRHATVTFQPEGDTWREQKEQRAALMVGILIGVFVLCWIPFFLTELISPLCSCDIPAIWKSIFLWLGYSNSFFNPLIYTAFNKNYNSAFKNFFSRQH
# MITF TRPM1 HTS – activators of MITF-driven TRPM1 promoter reporter, primary screen, cell-based, SK-MEL-5, luciferase, single point; SK-MEL-5 TRPM1-promoter luciferase, 24 h; % of positive control, neutral wells = 0; 0.75% of 300,000 active; AID 588334, 2011; activation, % at 12.5 µM;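 active means mean activation of at least 80% with every replicate also reaching 80%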;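 further: 0% = neutral control wells and 100% = parthenolide positive control wells; values of inactives mirror those of a sister screen read the other way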
# CDK5 inh – inhibitors of human CDK5/p35 kinase, primary screen, biochemical, single concentration; 0.01% of 330,000 active; Cyclin-dependent kinase 5 (Homo sapiens) + Cyclin-dependent kinase 5 activator 1 (Homo …; Recombinant CDK5/p35, ADP-Glo luminescence, 60 min; inhibition, % at 10 µM;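 active means highest replicate inhibition of at least 50% and at least 75% of replicates reaching 50%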;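 further: plate controls were DMSO neutral control for no effect and GW8510 at 10 µM for full effect; many of its hits are not listed in these tables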
# HTR5A ag ctr – HTR5A agonists in luminescence cell assay, primary screen, counter-screen for OPRM1-OPRD1 heterodimer agonist project, full-deck HTS | AID 504692, 2011 | cell-based | activation, % at 9.3 µM | 0.61% of 340,000 active; in the data active means activation mostly above about 9.5%, no sharp cut-off; inactive means mostly below about 7.6%;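 further: 0% = cells with vehicle only and 100% = reference agonist; strong numbers were not always called active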
# V-ATPase pH – regulators of yeast V-ATPase proton pumping, primary screen, pHLuorin cytosolic pH fluorescence; 0.37% of 350,000 active; response, % at 10 µM; S. cerevisiae; AID 504577, 2011; in the data active means response mostly above about 7.3%, no sharp cut-off; inactive means mostly below about 5.4%; further: actives read high; inactives centre near 0; some compounds called inactive have numbers as strong as hits; reference of the scale not given here
# PvdQ inh – P. aeruginosa PvdQ acylase inhibitors, primary screen, biochemical, fluorescence, plate reader and imaging, single point; purified PvdQ acylase; inhibition, % at 10 µM; 0.063% of 340,000 active; AID 488965, 2010; in the data active means inhibition above about 30%, passing the limit was not always enough;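 further: 0% = vehicle neutral wells and 100% = reference inhibitor wells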
# NSD2 inh – NSD2 histone methyltransferase inhibitors, primary screen, biochemical, AlphaScreen, single concentration, set 2; inhibition, % at 12.5 µM; 0.54% of 310,000 active; NSD2 peptide methylation, 120 min; in the data active means inhibition above about 50%
# Active calls of the source: *; . = not tested or not shown. This is a random part of the collection; 5% or so of the library scored in one or more.
SMILES,dFosB act,SR-BI DiI inh,Wnt act,HTR5A inv ctr,MITF TRPM1 HTS,CDK5 inh,HTR5A ag ctr,V-ATPase pH,PvdQ inh,NSD2 inh
CCOc1ccc(S(=O)(=O)NCCC(=O)OCN2C(=O)c3ccccc3C2=O)cc1,-3,-24,-2,8,.,1.6,-3,1,-3,1
CC(C)NC(=O)c1sc2nc3c(c(-c4cccs4)c2c1N)CN(C)CC3,4,-3,.,6,10,0.2,-3,3,-8,10
CC1CCC(NC(=O)C2CCC(CNS(=O)(=O)c3cccc4nsnc34)CC2)CC1 (centres undefined),-6,17,0,2,.,-0.8,-1,0,8,.
CC(C)N(Cc1ccccc1)C(=O)c1cnc2n(c1=O)CCS2,-3,-18,-1,-14,.,-1.0,1,7,-1,.
CCOc1ccc(NC(=O)COC(=O)C2CCC(=O)N2)c([N+](=O)[O-])c1 (centres undefined),-4,-2,0,-14,-1,0.5,-1,-2,1,-4
O=C(NNC(=S)NC(=O)c1cccnc1)c1ccc(Cl)cc1,-4,-12,.,8,.,0.8,-7,-2,-3,1
CNC(=S)N(CCc1c(C)[nH]c2ccc(C)cc12)Cc1ccc(OC)c(OC)c1,-6,61,-2,-32,-18,-0.5,11,-2,5,.
CC(C)(C)C(=O)CSc1nccc(=O)[nH]1,-6,-26,-4,-15,-10,-0.7,3,-3,-14,2
Cc1ccc(NC(=O)CCNS(=O)(=O)c2ccc(Br)s2)cc1,-10,-10,-1,-12,-6,-0.2,0,4,6,40
O=C(COC(=O)c1ccc(O)cc1)Nc1cccc(S(=O)(=O)NC2=NCCCCC2)c1,-8,7,-2,1,13,1.4,0,1,-14,3
C/C=C/C=C/C(=O)OCC(=O)Nc1ccc(Cl)cc1,-2,-17,-2,-7,-16,1.5,2,2,5,2
Cc1ccc(NC(=O)COC(=O)c2cc(-c3cccs3)nn2-c2ccccc2)cc1[N+](=O)[O-],-13,32,.,8,7,0.1,1,2,-1,-1
Cc1cc(Oc2nc3c(C)cccn3c(=O)c2/C=C(\C#N)S(=O)(=O)c2ccccc2)ccc1Cl,-13,1,.,9,-12,-0.3,1,2,-2,-2
Cc1cc(C(=O)NCCN2CCCCC2C)n(-c2ccccc2)n1 (centres undefined),3,.,-2,-20,-2,-1.2,7,0,-17,.
Cc1ccc(SCc2ccc(C(=O)N3CCCCC3)cc2)cc1,-11,13,2,-24,20,2.1,0,-1,6,-2
COCCn1c(C)cc(C2=NNC(=NC3CC3)SC2)c1C,-6,-17,-8,13,-101,13,-1,3,6,17
O=[N+]([O-])c1ccc(N2CCN(CCO)CC2)c2ncccc12,2,-30,2,11,15,-0.3,-1,1,-9,3
Cc1ccc(NC(=O)/C(C#N)=C/c2cccs2)c(C)c1,0,4,.,6,56,-1.4,-3,0,-15,-2
COC(=O)CN1C(=O)C(C)(C)Oc2ccc(C(=O)Nc3ccccc3F)cc21,-7,37,11,-3,12,-0.7,2,4,14,-2
CCOc1ccc(-c2nc(CSc3nnc(N)s3)cs2)cc1,3,12,.,-39,79,1.9,16,2,4,2
CCCCCc1c(C)nc(Nc2ccccc2)[nH]c1=O,-11,-12,.,-3,17,-0.3,1,3,-10,4
O=C(O)c1ccccc1N1C(=O)C2C3c4ccccc4C(Br)(c4ccccc43)C2C1=O (centres undefined),0,-11,-2,-1,-15,-2.4,1,2,-4,-3
Cc1nc2ccccn2c1C(=O)N/N=C/c1ccccc1,0,-11,-2,-6,9,0.4,2,-2,7,2
O=C1CCC(C(=O)Nc2ccccc2N2CCCC2)=NN1,-14,7,0,8,-15,1.5,8,5,1,3
CC(C)c1ccccc1NC(=O)c1ccco1,0,-21,-2,-14,13,2.4,3,-1,3,1
O=S(=O)(Nc1cccc(-c2cn3c(n2)SCC3)c1)c1ccccc1F,-13,-7,0,-3,0,-0.9,4,-1,-7,2
O=C1C2C3C=CC(C2C(=O)N1CCCO)C1C2C(=O)N(CCCO)C(=O)C2C31 (centres undefined),-5,-8,.,-8,-9,1.5,-5,-1,-10,-1
Cc1oc(-c2ccccc2F)nc1CS(=O)(=O)CC(=O)NCc1ccccc1Cl,-13,-16,-3,-4,.,0.4,1,-4,-15,.
Cc1ccc(S(=O)(=O)N2CCN(S(=O)(=O)N3CCCCC3)CC2)cc1C,-4,.,-4,9,-2,1.1,-3,-3,-18,8
COc1cc(-c2noc(C)c2C(=O)NCCO)cc(OC)c1OC,1,-1,-1,-4,-2,-0.8,2,1,-11,.
Cc1ccccc1Nc1ccc([N+](=O)[O-])cn1,2,-18,-1,23,.,3.5,7,0,22,2
CCOc1ccc(NC(=O)CSc2cn[nH]n2)cc1,-2,-16,8,-1,-15,0.6,0,-1,-29,-1
O=C(NCCSCc1ccc(Cl)cc1Cl)c1ccc(CN2CCOCC2)cc1,-10,24,-10,6,3,0.6,2,-4,1,-3
COCCNC(=O)C(=O)c1c(-c2ccccc2)[nH]c2ccccc12,0,1,0,-16,-10,-0.5,6,1,0,.
O=C(NCc1nc2ccccc2[nH]1)C1=C[C@@H](C2CCCCC2)C[C@@H](OCCCCO)O1,-16,-26,-4,-10,-6,0.9,0,1,-10,.
Cc1ccc(NS(=O)(=O)c2cccc(C(=O)N3CCOCC3)c2)cc1,6,5,.,10,1,-0.3,-3,2,-13,1
CCCC(=O)NC(c1ccc(OC)cc1)c1ccc2cccnc2c1O (centres undefined),-3,-4,-2,-38,-71,-1.6,-5,-2,-12,-8
COc1cccc(NC(=O)C2CCCN(S(C)(=O)=O)C2)c1 (centres undefined),0,-13,-1,-18,.,-1.3,5,2,-8,-2
Cc1nc(SCc2cccc(C(=O)O)c2)nc2c1CCCC2,5,-5,6,7,-26,1.0,-3,2,6,1
CCc1ccc(-c2nc(CN3CCCC(C(=O)NCCc4ccc(OC)c(OC)c4)C3)c(C)o2)cc1 (centres undefined),-13,41,-1,-13,-1,1.1,5,-2,-8,6
CCOc1ccc(/C=N/NC(=O)Cc2ccccc2)cc1CN1CC2CC(C1)c1cccc(=O)n1C2 (centres undefined),-25,10,-2,8,-10,-0.6,-2,2,-14,.
CCOC(=O)N1CCN(C(=O)Cn2c(C)cc3ccccc3c2=O)CC1,-1,-25,-3,-1,-1,0.0,1,-1,-13,.
Cc1nc(C(F)(F)F)nc(Nc2ccc(Br)cc2)c1C#N,5,28,.,-35,-15,-0.5,3,-2,-18,-3
O=C(O)c1cc(-c2cccs2)[nH]n1,-5,-11,0,6,0,-11,0,-3,-11,-4
COc1ccc(C(=O)/C=C/Nc2c(C)n(C)n(-c3ccccc3)c2=O)c(OC)c1,-9,12,-4,-27,7,-0.6,7,-4,-3,5
CN(CC(=O)Nc1ccc(Cl)cc1)C(=O)CCNC(=O)c1ccc(Cl)cc1,-6,10,5,4,17,-1.8,-2,-2,2,-2
CCN1CCCC1CN(Cc1cc2cc(OC)ccc2[nH]c1=O)C(=O)NCc1ccccc1 (centres undefined),6,-2,.,-8,10,-1.5,3,-1,-6,5
COc1ccc(-n2nnnc2SCC(=O)N2CCCC2)cc1OC,-7,-28,.,-27,-1,0.8,4,-2,-9,-1
Cc1ccccc1NC(=O)CSc1nc2ccccc2c(=O)n1C,-1,20,-1,-2,.,1.0,9,-1,-5,-4
CCc1ccc(CN(C)C(=O)c2cc(COc3ccc(OC)cc3Cl)on2)nc1,-6,2,16,25,57,1.7,0,-1,-8,-8
O=C(O/N=C1\CCS(=O)(=O)c2sccc21)c1ccccc1,-5,-7,-2,-2,5,2.5,0,-3,13,-1
O=C(CN1CCCCCCC1)N/N=C/c1ccc([N+](=O)[O-])o1,3,-9,0,-16,.,3.0,4,-1,17,11
CCCCC(=O)Nc1nnc(C2=COCCO2)o1,-2,-7,-1,9,-9,0.8,-3,-3,6,4
COc1ccc(C(=O)NNC(=O)c2cc(C)nc3ccccc23)cc1,-1,-15,0,-17,18,-1.5,7,2,-14,-1
CCN(CC)S(=O)(=O)c1ccc(N2CCOCC2)c(NC(=O)c2cc(-c3ccccn3)nc3ccccc23)c1,-19,4,-14,-14,-3,-1.4,-3,-1,-7,-3
CC(Sc1nc2ccc(Br)cc2[nH]1)C(=O)O (centres undefined),-1,-21,.,-7,-12,-0.4,2,3,-16,-1
O=C(NCc1ccco1)c1ccc2c(=O)n(CCC3=CCCCC3)c(=O)[nH]c2c1,6,6,-4,5,2,1.5,-2,-3,6,.
O=C(O)c1ccccc1NCc1cccs1,-3,-28,8,-12,.,2.0,3,0,-15,-4
CCOC(=O)C1CCCN(C(=O)C2CCC(CNS(=O)(=O)c3ccc(NC(C)=O)cc3)CC2)C1 (centres undefined),-11,.,.,8,2,1.5,3,0,-9,5
CC1=CC(C)(C)n2c(O)c(N=N)c3c(C)c(C)cc1c32,-9,.,-11,-12,3,0.7,4,1,-3,7

# Arranged by value in PvdQ inh (rising): three of the compounds above.
structure | PvdQ inh
CCOC(=O)C1CCCN(C(=O)C2CCC(CNS(=O)(=O)c3ccc(NC(C)=O)cc3)CC2)C1 (centres undefined) | -9
CC(C)NC(=O)c1sc2nc3c(c(-c4cccs4)c2c1N)CN(C)CC3 | -8
O=C(CN1CCCCCCC1)N/N=C/c1ccc([N+](=O)[O-])o1 | 17

# Going on with the list:
SMILES,dFosB act,SR-BI DiI inh,Wnt act,HTR5A inv ctr,MITF TRPM1 HTS,CDK5 inh,HTR5A ag ctr,V-ATPase pH,PvdQ inh,NSD2 inh
CCOc1ccc(S(=O)(=O)N2CCN(CN3C(=O)CC4(CCCC4)C3=O)CC2)cc1,-2,-75,1,-9,8,-3.3,4,2,-1,0
CCC(=O)Nc1ccc(C(=O)Nc2cccnc2)cc1,1,8,5,-14,20,0.8,-1,2,-10,-3
Cc1ccc(-n2c(N)c(C(N)=O)sc2=S)cc1,-2,-19,.,-15,-8,0.7,7,-2,10,5
COc1cc(OC)cc(C(=O)NC(C(=O)OCn2nnc3ccccc3c2=O)C(C)C)c1 (centres undefined),-11,-2,0,-7,-6,-0.8,3,0,-8,-4
Cc1n[nH]c(=S)n1-c1cccc(Cl)c1,3,-5,-1,-24,-8,2.7,0,-2,-16,-1
O=C(COC(=O)c1cc2c(s1)CCCC2)NCc1ccccc1Cl,6,10,-1,1,-7,0.1,1,5,-11,0
Cc1sc2nc(C(C)Nc3ccccc3N3CCOCC3)[nH]c(=O)c2c1C (centres undefined),-2,12,-7,-12,-6,0.0,1,-1,-16,2
O=c1/c(=C/c2ccco2)sc2n1CN(c1cccc(Br)c1)CN=2,-8,10,-2,15,10,-0.1,3,3,-16,3
COCCn1c(C)cc(C(=O)CSc2cc(C)c3ccccc3n2)c1C,-5,15,.,-25,15,-3.3,2,-6,6,0
COc1ccc(S(=O)(=O)N(C)c2ccc(C(=O)NCC3CCCO3)cc2)cc1OC (centres undefined),1,-1,-2,-3,6,-0.1,1,2,11,-3
